Bioassay records deposited in PubChem by National Center for Advancing Translational Sciences (NCATS).
pAkt inh – inhibitors of Akt phosphorylation; activity change, % for hits at 50 µM; actives 0.32% (n = 360,000); AID 651550; Neuro2A IGF-stimulated pAkt S473 HTRF, 20 min; hits give low values; in the data active = activity change below about -80%; inconclusive = mostly about -51% to -80%; note: % is set by controls: 0 for no effect and ±100 for the full control effect
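Neuro2A cells in DMEM with 0.5% FBS, overnight at 37 deg C, given compound at single 50 µM final, then IGF (6 nM final) for 20 min at 37 deg C. Lysed; phospho-Akt Ser473 by HTRF after 24 h, 665/615 ratio.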
Abeta yeast res – compounds reversing amyloid beta toxicity in yeast. Potency, µM (highest dose often 46.1 µM), for the others: at the highest dose growth rescue, most hits filed as activators. actives 0.063% (n = 410,000). yeast expressing A-beta42, growth rescue, OD600, 48 h; response scale: 0% DMSO, 100% iron-clioquinol control. AID 1347071; note: potency is the fitted concentration of half-maximal effect; nearly all actives have a fitted effect of over 55% in size
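Yeast A-beta toxicity model in growth medium with pinned compounds, 48 h at 30 C; growth read as absorbance at 600 nm. Normalized to FeCl3/clioquinol equimolar mix (positive) and DMSO (negative).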
MmCpn inh – M. maripaludis TRiC chaperonin inhibition. purified Mm-Cpn ATPase, ADP Transcreener TR-FRET. Potency, µM (doses to about 76.9 µM), without a hit: at the top dose activity, negative = inhibition, usual class: inhibitors. actives 0.031% (n = 330,000). AID 504842; note: potency is the fitted concentration of half-maximal effect; % is set by controls: 0 for no effect and ±100 for the full control effect; nearly all actives have a fitted effect of over 80% in size
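Compound-treated chaperonin, 25 nM final, turns over 10 uM ATP at 37°C for 30 min following a 10 min preincubation; ADP generated competes with ADP-d2 for Eu-cryptate antibody, lowering FRET.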
CCT modulator – changes cytosolic chaperonin activity; purified chaperonin ATPase assay, HTRF ADP detection, 30 min; activity change, % (test concentration not listed), hits read low; actives 0.3% (n = 360,000); in the data active = activity change below about -30%; note: % is set by controls: 0 for no effect and ±100 for the full control effect
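ATPase activity: ADP formed was measured by HTRF Transcreener (665/615 nm ratio) after 30 min at 37 deg C with 10 uM ATP. Compounds screened at one 76 uM concentration against 40 or 20 nM TRiC in Tris pH 7.4/KCl/MgCl2/DTT buffer.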
Nrf2 block – inhibitors of Nrf2 signaling. actives 2.1% (n = 360,000). AID 504444. Potency, µM (top dose mostly 46 µM), for the others: at the top dose activity change, negative = inhibition, hits mostly inhibitors. A549 ARE-Fluc reporter, luciferase luminescence, 18-24 h; note: potency is the fitted concentration of half-maximal effect; % is set by controls: 0 for no effect and ±100 for the full control effect; nearly all actives have a fitted effect of over 60% in size
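A549 ARE_Fluc cells (5000/well, 5% FBS OPTI-MEM) pre-incubated 2 h, then treated with compounds 18-24 h at 37C/5% CO2 in concentration-response. CellTiter-Fluor viability read first; BugLite luciferase luminescence after 15 min at room temperature gives Nrf2 activity.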
A549 viability – A549 cytotoxicity, counter-screen for Nrf2 inhibitors | actives 0.16% (n = 390,000) | A549 ARE-Fluc cells, CellTiter-Fluor viability, 18-24 h | AID 504648 | Potency, µM (titrated, usually from 46 µM), for the others: top-dose activity change, negative = cytotoxicity, hits mostly inhibitors; note: potency is the fitted concentration of half-maximal effect; % is set by controls: 0 for no effect and ±100 for the full control effect
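A549 ARE_Fluc cells in 5% FBS OPTI-MEM were exposed to compounds in concentration-response for 18-24 h at 37 deg C. Viability was read by CellTiter-Fluor fluorescence (Ex 405/Em 525) after 30 min, before the luciferase read.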
Nrf2 activator – activates Nrf2 signaling | AREc32 ARE-luciferase reporter (MCF7-derived line), luminescence, 24 h | Potency, µM (highest dose often 46.1 µM), for inactives: at the highest dose activation, usual class: activators | actives 0.31% (n = 410,000); note: potency is the fitted concentration of half-maximal effect; % of control where 0% means no effect; nearly all actives have a fitted effect of over 65% in size
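For detection, Steady-Glo was added and plates sat 30 min at RT; before that, AREc32_Fluc cells grown overnight in OPTI-MEM/5% FBS had been treated with 23 nL compound for 24 hr at 37 deg C.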
HepG2 tox – kills HepG2 cells in TGF-b inhibitor counter-screen; HepG2 CAGA-GFP viability, ATP luminescence, 18 h; actives 0.76% (n = 410,000); Potency, µM (doses to about 46.1 µM), for the others: top-dose activity change, negative = cytotoxicity, hits mostly cytotoxic; note: potency is the fitted concentration of half-maximal effect; some results filed as inactive show a strong effect at the top dose
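HepG2 CAGA-GFP cells (1000/well, DMEM with 1% FBS) received compound, then TGF-beta at 500 pg/mL final, and were incubated 18 hours at 37 degrees C. Viability was read by CellTiter-Glo luminescence. Media-only wells were set as complete cell-killing and DMSO as no toxicity.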
TGFb inhibitor – blocks TGF-b signaling | HepG2 CAGA-GFP TGF-b/SMAD3 reporter, GFP fluorescence, 18 h; TGF-beta stimulated, 500 pg/mL final | Potency, µM (highest dose often 46.1 µM), without a hit: at the highest dose activity, negative = inhibition, usual class: inhibitors | actives 1.2% (n = 410,000) | AID 588855; note: potency is the fitted concentration of half-maximal effect; % is set by controls: 0 for no effect and ±100 for the full control effect; nearly all actives have a fitted effect of over 65% in size
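HEPG2 CAGA-GFP cells (1000/well, DMEM with 1% FBS) were pre-incubated 2 h at 37 degrees C, given compound by pin tool, then stimulated with TGF-beta at 500 pg/mL final for 18 h before per-cell GFP fluorescence imaging.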
An asterisk follows results filed as active; i = inactive; ? = inconclusive; · = not tested or not shown; [ ] = another dose, or the depositor's remark. Unless noted, calls come from the whole dose curve; as a rule, active = well fitted curve in the direction sought with a large enough effect; inconclusive = small, poorly fitted or top-dose-only effect, or another doubt; inactive = no such curve, though single readings can be large; an effect the other way counts as inactive or inconclusive.

SMILES	pAkt inh	Abeta yeast res	MmCpn inh	CCT modulator	Nrf2 block	A549 viability	Nrf2 activator	HepG2 tox	TGFb inhibitor
CCN(CC)C(=O)COc1ccc2c3c(c(=O)oc2c1C)CCCC3	i	11%	0%	0.0	?	2%	-0.1%	22%	-10%
Cc1nc2ccccc2cc1C(=O)N/N=C/c1cccs1	i	26%	1%	-2.0	-12%	-8%	0.4%	0%	-1%
CC(NC(=O)CSc1ccccc1C(=O)O)C1CC2CCC1C2 (stereo not drawn)	i	10%	-1%	-2.0	-4%	-1%	-0.4%	9%	12%
COc1cccc(/C=C2\SC(=S)N(CCC(=O)NCCc3ccc(O)cc3)C2=O)c1	i	6%	5%	-1.0	?	?	4.2%	-54%	?
Cc1ccc(-n2ncc3c(NC4CCCCC4)ncnc32)cc1	·	4%	·	·	·	-2%	0.4%	-4%	17%
CC(=NCC1CCNCC1)C1=C(O)CC(C)(C)CC1=O	i	12%	1%	-0.1	7%	-5%	0.3%	-1%	-3%
NS(=O)(=O)c1ccc(Nc2ccc([N+](=O)[O-])c3nonc23)cc1	i	-8%	-5%	-1.1	-4%	?	11%	-21%	?
CCOc1ccccc1CNC(=O)c1ccc2c(c1)sc1nc(-c3cccc(OC)c3)cn12	·	17%	·	·	0%	-2%	5.8%	-15%	-1%
COc1ccc(NC(=O)Nc2ccccc2OCc2cc(=O)n3ccccc3n2)c(OC)c1	·	-12%	·	·	·	8%	0.7%	-16%	-3%
O=C(Cc1ccc([N+](=O)[O-])cc1)NNC(=O)c1cccs1	i	-10%	0%	-0.8	-18%	-1%	0.2%	1%	5%
O=C(CSc1nnc(-c2ccc(F)cc2)c2ccccc12)Nc1ccccc1Cl	i	-9%	-28%	-6.7	-14%	1%	-0.3%	18%	1%
O=C(Cn1nc(Cc2ccncc2)c2ccccc2c1=O)N1CCc2ccccc2C1	i	-6%	2%	-1.0	?	7%	4.7%	-3%	1%

Given with values under each structure: five of the compounds above.
Each structure is followed by: pAkt inh, Abeta yeast res, MmCpn inh, CCT modulator, Nrf2 block, A549 viability, Nrf2 activator, HepG2 tox, TGFb inhibitor
> COc1cccc(/C=C2\SC(=S)N(CCC(=O)NCCc3ccc(O)cc3)C2=O)c1
 : i, 6%, 5%, -1.0, ?, ?, 4.2%, -54%, ?
> Cc1ccc(-n2ncc3c(NC4CCCCC4)ncnc32)cc1
 : ·, 4%, ·, ·, ·, -2%, 0.4%, -4%, 17%
> CC(=NCC1CCNCC1)C1=C(O)CC(C)(C)CC1=O
 : i, 12%, 1%, -0.1, 7%, -5%, 0.3%, -1%, -3%
> NS(=O)(=O)c1ccc(Nc2ccc([N+](=O)[O-])c3nonc23)cc1
 : i, -8%, -5%, -1.1, -4%, ?, 11%, -21%, ?
> CCOc1ccccc1CNC(=O)c1ccc2c(c1)sc1nc(-c3cccc(OC)c3)cn12
 : ·, 17%, ·, ·, 0%, -2%, 5.8%, -15%, -1%

Next entries.
SMILES	pAkt inh	Abeta yeast res	MmCpn inh	CCT modulator	Nrf2 block	A549 viability	Nrf2 activator	HepG2 tox	TGFb inhibitor
Cc1c(C(=O)N(C)c2ccc(Cl)cc2)cnn1-c1ccccc1	i	-18%	1%	0.8	?	2%	-1.0%	3%	16%
COc1ccccc1/C=C(/C#N)C(=O)O	i	3%	-3%	1.4	-5%	1%	0.9%	0%	16%
COCCN(C(=O)COC(=O)c1cc(C)oc1C)c1c(N)n(Cc2ccccc2)c(=O)[nH]c1=O	i	-7%	0%	-0.9	-6%	-3%	0.1%	0%	9%
CC(C)NC(=O)CSc1nnc(COc2ccccc2Cl)o1	i	-9%	0%	-0.2	·	2%	0.4%	-5%	2%
CC(Oc1cccc(Cl)c1)C(=O)N1CCCN(C)CC1 (stereo not drawn)	i	9%	1%	-1.7	12%	6%	-0.4%	-6%	9%
Cc1ccc(N2C(=O)c3n[nH]c(C)c3C2c2ccc(Cl)cc2)cc1 (stereo not drawn)	·	1%	·	·	?	-3%	6.7%	-55%	?
Cc1ccc(N(C)C(=O)C2CCN(S(=O)(=O)c3ccc4c(c3)CCCN4C(=O)C3CCC3)CC2)cc1	·	-17%	·	·	·	-1%	0.5%	-12%	?
Cc1ccccc1C(=O)NC1(C(F)(F)F)C(=O)Nc2c1c(=O)[nH]c(=O)n2CCc1ccccc1 (stereo not drawn)	·	-15%	·	·	·	8%	0.1%	-2%	-18%
CCc1nc2nc(C)c(NS(=O)(=O)c3cccs3)c(=O)n2[nH]1	i	2%	3%	-0.2	16%	2%	-0.7%	-4%	6%
O=S(=O)(/N=S1\CC=CCN1S(=O)(=O)c1ccccc1)c1ccccc1 (stereo not drawn)	i	1%	·	1.2	-4%	-1%	4.2%	-78%	?
O=C(Cn1ncc2ccccc21)N1CCN(c2cccc(C(F)(F)F)c2)CC1	i	-41%[inhibitor]	0%	-1.5	-6%	-2%	-0.4%	-17%	8%
O=C(N/N=C\c1ccccn1)C1c2ccccc2Oc2ccccc21	i	-16%	2%	-2.4	3%	-5%	-0.1%	-1%	0%
CC(C)(C)CC(=O)Nc1nc(C(N)Cc2ccc(C(F)(F)F)cc2)cs1 (stereo not drawn)	i	29%	·	-1.3	·	·	0.3%[9.22 µM]	-88%	?
O=C(CC(c1ccccc1)(c1ccccc1)c1ccccc1)N[C@@H](Cc1ccccc1)C(=O)O	i	2%	·	0.7	18%	0%	-0.1%	3%	3%
Cc1cc(C)cc(N(C(C)C(=O)N2CCOCC2)S(C)(=O)=O)c1 (stereo not drawn)	i	-7%	-1%	-4.0	13%	4%	0.7%	14%	15%
O=C(COC(=O)c1ccc(S(=O)(=O)NCc2ccco2)cc1)Nc1ccc(Cl)cn1	i	-7%	-5%	-2.1	-3%	-4%	1.8%	3%	-6%
CCOC(=O)Cc1csc(NC(=O)c2cnc3scc(C)n3c2=O)n1	i	5%	·	-0.4	?	5%	0.4%	2%	1%
Cc1ccc(-c2[nH]c3ccccc3c2SCCN)cc1	i	30%	-8%	-2.9	14%	1%	-0.2%	-24%	?
CCCCn1c(SCC(=O)N2c3ccccc3Sc3ccccc32)nc2c1c(=O)n(C)c(=O)n2C	i	15%	-14%	-0.3	?	?	4.3%	5%	?
O=S(=O)([N-]c1nc2ccccc2nc1-n1cc[n+](Cc2ccccc2)c1)c1ccc(Cl)cc1	i	-18%	-1%	-2.3	?	-1%	2.4%	-28%	0%
C=CCn1c(C)cc(C(=O)CSc2nnc(-c3cccc(S(=O)(=O)N(CC)CC)c3)o2)c1C	i	1%	-2%	0.1	?	-9%	0.1%	-26%	-1%
CC1CCN(S(=O)(=O)c2ccc3c(c2)c(=O)c(C(=O)N2CCN(c4cccc(Cl)c4)CC2)cn3C)CC1	·	-4%	·	·	-7%	14%	-0.7%	8%	-8%
COc1cc([C@@H]2CC=C(C(=O)O)[C@H](c3ccc(Cl)cc3)N2S(=O)(=O)c2ccc(C)cc2)cc(OC)c1OC	i	4%	0%	0.0	-4%	-3%	-0.5%	-3%	-1%
O=C1C2C(C(=O)N1CCc1ccccc1)C1C=CC2C12CC2 (stereo not drawn)	i	22%	-2%	-4.6	2%	3%	0.1%	-24%	-7%
C(=N\Nc1nc(-c2ccccc2)cs1)/c1ccncc1	i	-46%[inhibitor]	-2%	1.1	?	3%	4.5%	-7%	0%
Cc1[nH]c(=O)[nH]c(=O)c1S(=O)(=O)N1CCCC(C(=O)NCCc2ccccc2)C1 (stereo not drawn)	i	9%	-2%	-0.5	·	7%	-0.4%	12%	25%
C[C@@H](C(=O)Nc1ccc2ccccc2c1)[C@H]1C[C@]1(C)[C@H](NS(=O)(=O)c1ccccc1)c1ccccc1	i	6%	-16%	0.6	-7%	-13%	0.6%	-4%	-24%
Cc1ccc(NC(=O)COC(=O)CCC(=O)c2cccs2)cc1S(=O)(=O)N1CCOCC1	i	7%	-4%	-0.3	1%	-4%	0.4%	2%	14%
CCOc1ccc(C(=O)NCC(=O)OCc2nnc(-c3ccccc3)o2)cc1OCC	i	-10%	1%	0.5	12%	-1%	0.5%	12%	5%
CCCCn1c(NCc2cc(C)ccc2O)nc2ccccc21	i	8%	·	-0.6	·	·	7.1%	-24%	?
CSCCC(NS(=O)(=O)c1ccc2c(c1)oc(=O)n2C)C(=O)NCc1ccc(Cl)cc1 (stereo not drawn)	·	-19%	·	·	·	5%	-1.3%	1%	-1%
O=C(CC(C(=O)O)P(=O)(c1ccccc1)c1ccccc1)c1ccc(Br)cc1 (stereo not drawn)	i	-1%	-15%	0.4	2%	-1%	-0.3%	1%	-14%
CCOC(=O)c1c(C)n(C)c2ccc(OC)c(NC(=O)CN3CCN(C4CCCCC4)CC3)c12	i	3%	0%	-1.7	14%	-1%	0.1%	-27%	-17%
Cc1ccc(NC(=O)CCNC(=O)c2ccccc2Cl)cc1S(=O)(=O)N1CCCCCC1	i	-22%	0%	-1.4	?	7%	-0.1%	-74%	?

Complete entries, looked up by structure.
Profile of CCOc1ccc(C(=O)NCC(=O)OCc2nnc(-c3ccccc3)o2)cc1OCC → pAkt inh = i; Abeta yeast res = -10%; MmCpn inh = 1%; CCT modulator = 0.5; Nrf2 block = 12%; A549 viability = -1%; Nrf2 activator = 0.5%; HepG2 tox = 12%; TGFb inhibitor = 5%
Profile of Cc1ccc(NC(=O)COC(=O)CCC(=O)c2cccs2)cc1S(=O)(=O)N1CCOCC1 → pAkt inh = i; Abeta yeast res = 7%; MmCpn inh = -4%; CCT modulator = -0.3; Nrf2 block = 1%; A549 viability = -4%; Nrf2 activator = 0.4%; HepG2 tox = 2%; TGFb inhibitor = 14%
